14-3-3g Raf = 14-3-3 gamma protein interaction modulation | FP, 14-3-3gamma / TMR-pS259-Raf peptide binding | inhibition, % at 40 µM | 0.19% of 160,000 active | AID 422; in the data active means inhibition above about 30%;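 further: 0% = protein plus tracer without compound and 100% = blank with tracer alone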
Target sequence (P61981 whole entry, looked up): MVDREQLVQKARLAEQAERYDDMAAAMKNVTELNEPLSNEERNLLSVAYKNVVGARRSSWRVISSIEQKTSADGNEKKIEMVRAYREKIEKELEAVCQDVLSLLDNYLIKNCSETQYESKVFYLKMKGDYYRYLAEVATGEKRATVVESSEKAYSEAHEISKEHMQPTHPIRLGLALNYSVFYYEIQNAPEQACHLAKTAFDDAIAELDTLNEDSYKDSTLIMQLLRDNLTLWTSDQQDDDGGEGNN
Active calls of the source: *; & = joins results of further samples.

#	Structure	14-3-3g Raf
1	O=S(=O)(NC1CCN(Cc2ccccc2)CC1)c1cccc2cccnc12	0
2	CCN1C(=O)NC(c2ccccc2Cl)C(C(=O)OCCc2ccccc2)=C1C (stereo not drawn)	2
3	Cc1ccc(OCC(=O)Nc2sc3c(c2C(N)=O)CCC3)c(C)c1	-41
4	O=C(c1ccc(=O)oc1)N1CCN(C(c2ccccc2)c2ccccc2)CC1	-16
5	Clc1ccccc1CSc1nc2ccccc2o1	1
6	CCSc1nnc(NC(=O)c2cc(-c3ccc(OC)cc3)nc3ccccc23)s1	-24
7	Cc1ccc(Nc2nnc(-c3cc4c(CO)cnc(C)c4oc3=O)s2)c(C)c1	-38
8	Cc1nn(C)c(C)c1S(=O)(=O)N1CCC(C(=O)NC(C)c2ccccc2)CC1 (stereo not drawn)	1
9	COC(=O)c1cc2nc(-c3ccc(Br)cc3)cc(C(F)(F)F)n2n1	4
10	Cc1cccc2oc(-c3cccc(N=Cc4cc(Br)cc([N+](=O)[O-])c4O)c3)nc12	-21
11	CC1=C(C(=O)OC2CCCCC2)C(c2cccc(F)c2)n2ncnc2N1 (stereo not drawn)	-3
12	O=C1COc2ccc(C(=O)COC(=O)c3ccc4ccccc4n3)cc2N1	-15

Part of the list above, with each value named.
[12] O=C1COc2ccc(C(=O)COC(=O)c3ccc4ccccc4n3)cc2N1
  14-3-3g Raf: -15
[6] CCSc1nnc(NC(=O)c2cc(-c3ccc(OC)cc3)nc3ccccc23)s1
  14-3-3g Raf: -24
[2] CCN1C(=O)NC(c2ccccc2Cl)C(C(=O)OCCc2ccccc2)=C1C (stereo not drawn)
  14-3-3g Raf: 2

(listing goes on)
#	Structure	14-3-3g Raf
13	COc1ccccc1NS(=O)(=O)c1ccc(NC(=O)CCNC(=O)c2ccco2)cc1	-7
14	COc1cccc(-c2nc3ccc(N)cc3[nH]2)c1	-7
15	Cc1ccccc1CNCc1ccc2c(c1)OCO2	-9
16	COc1ccc(-c2csc3[nH]c(=S)[nH]c(=O)c23)cc1	-15
17	CCCCCn1c(COc2ccc(OC)cc2)nc2ccccc21	-5
18	O=C(CSc1nnnn1-c1ccc(Cl)cc1)Nc1ccccc1Cl	-20
19	Nc1cc(=O)[nH]c(SCC(=O)c2c[nH]c3ccccc23)n1	-37
20	CC1=C(C(=O)Nc2ccc(C)cc2)C(c2ccc(F)cc2)NC(=O)N1 (stereo not drawn)	-14
21	Cc1n[nH]c(C)c1S(=O)(=O)N1CCCC(C(=O)N2CCN(c3ccc(Cl)cc3)CC2)C1 (stereo not drawn)	1
22	Cc1cccc(OCC(=O)Nc2ccc(Cl)c(-c3nc4cc(C)ccc4o3)c2)c1	-15
23	CSc1c(CC(=O)NCCO)n(C)c2ccccc12	-6&-2
24	COC(=O)c1ccc2c(=O)n(Cc3ccc4c(c3)OCO4)c(SCC(=O)N3CCCC3)nc2c1	-2
25	CC1CCCCC1NC(=O)CN1CCC(O)(c2ccc(F)cc2)CC1 (stereo not drawn)	4
26	CCOc1cc(C)c(Cl)cc1S(=O)(=O)N1CCCC1	-4
27	Cc1ccccc1C1CC(=O)C(C(C)C)C(c2ccccc2C)N1 (stereo not drawn)	1
28	COc1ccc(-n2nc(C(=O)N(C)C3CCCCC3)c3ccccc3c2=O)cc1	-1
29	CCOc1ccc(N(C)S(=O)(=O)c2ccc3[nH]cc(C(=O)NC4CCCCC4)c(=O)c3c2)cc1	-27
30	CCOC1CC2C(Cl)C1NC2(C(F)(F)F)C(F)(F)F (stereo not drawn)	-6
31	CCOC(=O)c1cc(-c2nnc(-c3ccc(Oc4ccccc4)cc3)o2)c(C)nc1C	-7
32	CCn1c(-c2c(Cl)c(C)nn2C)n[nH]c1=S	-5
33	Cc1cccc(NC(=O)Cn2c(=O)n(-c3ccc(F)cc3)c(=O)c3sccc32)c1	1
34	Cc1ccc(-n2ncc3c(=O)[nH]c(SCC(=O)NC4CCCCC4)nc32)cc1C	16
35	O=C(CN1CCOc2ccccc21)NCc1ccc(F)cc1	-2
36	O=C(NCCc1cccc(Cl)c1)C1c2ccccc2Oc2ccccc21	-6
37	Cc1ccc(NC(=O)CN(C)C(=O)CCCN2C(=O)c3ccccc3C2=O)cc1	-1
38	CCOC(=O)c1c(NC(=O)c2cccc(Oc3ccccc3)c2)sc2c1CCC2	0
39	CN(CC(=O)Nc1ccc(Br)cc1)S(=O)(=O)c1ccc(Br)s1	-12
40	COc1ccc(CCn2c(SCC(=O)Nc3cc(C)on3)nc3ccsc3c2=O)cc1OC	-2
41	CCOC(=O)N1CCN(c2ncnc3c2cnn3-c2ccc(Cl)cc2)CC1	3
42	CCCCc1ccc(NC(=O)c2ccc(Cl)cc2)cc1	-1
43	CCOC(=O)c1c(C)oc2c1c(/C=N/c1ccccn1)c(O)c1ccccc12	21
44	NC(=O)N1CCc2ccccc21	2
45	COc1ccc(CNC(=O)c2cc3c(C)nn(-c4ccccc4)c3s2)cc1	-11
46	COc1ccccc1CNC(=O)c1ccc2c(=O)n(CCc3c[nH]c4ccccc34)c(=S)[nH]c2c1	3
47	COc1cc(OC)c(C2C3=C(CCCC3=O)Nc3c2c(=O)n(C)c(=O)n3C)cc1OC (stereo not drawn)	-44
48	CCOC(=O)c1[nH]c(C)c(C(=O)NCCc2ccc(OC)cc2)c1C	2

Records 37 through 38, reprinted for reference:
#	Structure	14-3-3g Raf
37	Cc1ccc(NC(=O)CN(C)C(=O)CCCN2C(=O)c3ccccc3C2=O)cc1	-1
38	CCOC(=O)c1c(NC(=O)c2cccc(Oc3ccccc3)c2)sc2c1CCC2	0

(list continues)
#	Structure	14-3-3g Raf
49	CCOC(=O)c1ccccc1NC(=O)c1ccccc1N(C)S(C)(=O)=O	-7
50	COC(=O)CN(c1nc(C)c(Cl)c(OC)n1)S(=O)(=O)c1ccc(C)cc1	0
51	CCOC(=O)C1=C(c2ccccc2)N=C2SCC(=O)N2C1c1ccc2c(c1)OCO2 (stereo not drawn)	-4&-4
52	CC1SC(c2ccc(Br)cc2)N(c2ccccc2)C1=O (stereo not drawn)	-5
53	CCOc1ccc(Cc2nc3cc(C(=O)c4ccccc4)ccc3[nH]c2=O)cc1	-1
54	Cc1cccc(COc2ccc(/C(O)=C3\C(=O)C(=O)N(CCN(C)C)C3c3ccncc3)cc2)c1 (stereo not drawn)	-4
55	O=C1CN(C(=O)c2ccc3c(c2)OCO3)C(c2ccc(F)cc2)c2cc(Br)ccc2N1 (stereo not drawn)	-10
56	O=C(NCc1ccco1)C(c1ccncc1)N(CCC1=CCCCC1)C(=O)Cn1nnc2ccccc21 (stereo not drawn)	3
57	CCOc1nc(OCC)nc(N2CCC(C)CC2)n1	-12&3
58	CCOc1ccc(CC(=O)NCc2cn3c(C)csc3n2)cc1	-4
59	O=C(O)c1cc(O)ccc1-c1ccc(O)cc1	6&-6
60	O=C(O)C1CCCCC1C(=O)Nc1ccccn1 (stereo not drawn)	8&-4

Filtered by structure: the entries above containing a CF3 group (2)
#	Structure	14-3-3g Raf
9	COC(=O)c1cc2nc(-c3ccc(Br)cc3)cc(C(F)(F)F)n2n1	4
30	CCOC1CC2C(Cl)C1NC2(C(F)(F)F)C(F)(F)F (stereo not drawn)	-6

(next part)
#	Structure	14-3-3g Raf
61	COc1ccc(NC(=O)C2CC(c3cc(OC)c(OC)c(OC)c3)=NO2)cc1OC (stereo not drawn)	-10
62	CCCCC(c1nnnn1CCOC)N1CCN(c2cccc(OC)c2)CC1 (stereo not drawn)	-2
63	Cc1ccc(NC(=O)COc2ccccc2Cl)cc1C	-1
64	Cc1ccc2cc3cc(C(=O)NCc4cccnc4)oc3nc2c1	9
65	Cn1cccc1Cc1nnc(SCC(=O)NC2CCCC2)n1CCc1ccccc1	3
66	CCc1ccccc1N1C(=O)C2CC=CCC2C1=O (stereo not drawn)	-3
67	CC(=O)c1c(C)n(-c2ccccc2)c2ccc(O)cc12	6
68	Cc1nc2nc(CSc3nnc(C)s3)cc(=O)n2[nH]1	-13
69	CC(C)CC(=O)Nc1cccc(-c2nc3ccccc3[nH]2)c1	-8
70	CC(=O)Nc1sc2c(c1C(=O)Nc1ccccc1Cl)CCC(C(C)(C)C)C2 (stereo not drawn)	-13
71	O=C(Cn1nc(-c2ccc(N3CCCCC3)c([N+](=O)[O-])c2)c2ccccc2c1=O)N1CCCCC1	4
72	COc1ccc(C)cc1NC(=O)CN(Cc1ccc(Br)cc1)S(=O)(=O)c1ccccc1	-1
73	CCCCOc1ccc(C(=O)NC)cc1	2
74	COc1cccc(-n2nc(C(=O)NCCc3ccc(OC)c(OC)c3)c3ccccc3c2=O)c1	-3
75	COCc1[nH]nc2c1C(c1sccc1C)C(C#N)=C(N)O2 (stereo not drawn)	15
76	COc1ccccc1CN(CC(=O)NCC1CCCO1)C(=O)CNS(=O)(=O)c1ccc(C)cc1 (stereo not drawn)	-4
77	CCSc1nc2ccc(NC(=O)c3sc4nc(-c5cccs5)ccc4c3N)cc2s1	-37
78	CC1CC(C)CN(C(=O)C(NS(=O)(=O)c2ccc3c(c2)oc(=O)n3C)C(C)C)C1 (stereo not drawn)	-4
79	CC1(C)Cc2c(sc3[nH]c(=S)n(-c4ccccc4)c(=O)c23)CO1	-11
80	Cc1cc(NC(=O)Cn2c(=O)c3c(ncn3CCC(C)C)n(Cc3ccccc3)c2=O)no1	-7
81	COc1ccc(-c2noc(CCC(=O)Nc3ccc(C)cc3Cl)n2)cc1	5
82	Cc1ccc(-c2nn(CC(=O)N3CCN(c4ccccc4)CC3)c(=O)c3ccccc23)cc1S(=O)(=O)N1CCOCC1	0
83	OC(c1cccs1)c1nccc2ccccc12 (stereo not drawn)	-1&-1
84	Cc1ccc2c3c(ccc2n1)NC1=C(C(=O)CCC1)C3c1sccc1C (stereo not drawn)	-18
85	c1cc(C2CCCCC2)ccc1Oc1nc(N2CCOCC2)nc(N2CCOCC2)n1	-10
86	Cc1nc(SCC(=O)NCc2ccc3c(c2)OCO3)c(C#N)c2c1CCCC2	-4
87	N#Cc1nc(-c2ccccc2F)oc1N1CCOCC1	-8
88	O=C(CCS(=O)(=O)c1ccc(Br)s1)Nc1ccc(Cl)cc1	-16
89	CSc1nc2ccccc2n1CC(=O)Nc1ccc(C)c(C)c1	-4
90	S=C1NC2(CCCCCC2)NN1c1ccc(Cl)cc1	-11
91	CCOC(=O)c1ccc(CNCc2ccc(OC)cc2)cc1	9
92	O=C(Nc1ccc(F)cc1)c1ccc2c(=O)n(CCc3ccccc3)c(=O)[nH]c2c1	-16
93	O=C(O)c1[nH]c2ccccc2c1CC(=O)N1CCCc2ccccc21	-4
94	COc1ccc([N+](=O)[O-])cc1NC(=O)C1c2cc(OC)c(OC)cc2C(=O)N(C)C1c1cccnc1 (stereo not drawn)	4
95	Cc1nc2oc3ccccc3c(=O)c2c(=O)n1Cc1ccccc1	-14
96	Cc1ccc(C2=CC(c3ccccc3)n3nc(NS(C)(=O)=O)nc3N2)cc1 (stereo not drawn)	-6
97	CC(C)NC(=O)c1nn2c(c1Cl)NC(c1ccc(Br)cc1)CC2C(F)(F)F (stereo not drawn)	-2
98	Cc1sc(NC(=O)c2ccc(Br)cc2)nc1-c1ccccc1	-2
99	COC(=O)c1ccc(NC(=O)CC(C)CC(=O)O)cc1 (stereo not drawn)	6
100	COc1ccc(OC)c(S(=O)(=O)Nc2ccccc2Cl)c1	-6
101	O=C1SC(c2ccccc2)=CC1=CN1CCCCC1	-10
102	COc1cc(C2Nc3cccc4cccc(c34)N2)cc(OC)c1OC(C)=O	-14
103	O=C(O)c1cnn2c(C(F)(F)F)cc(-c3ccco3)nc12	11&-19
104	CN(C1CCCCC1)S(=O)(=O)c1ccc2c(c1)c(=O)c(C(=O)NCCCN1CCCC1)cn2C	-7
105	COCc1cc(C)nc2sc(C(=O)Nc3cccc(SC)c3)c(N)c12	-1
106	O=C(Cc1ccccc1)Nn1cnc2ccccc21	-7
107	Cc1c(C(=O)Nc2cccc(Cl)c2)oc2ccc(S(=O)(=O)N3CCOCC3)cc12	-15
108	CCOc1ccc(/C(O)=C2\C(=O)C(=O)N(c3nccs3)C2c2ccc(OC)c(OC)c2)cc1 (stereo not drawn)	-4
109	O=C(Cn1nnc2ccccc21)C1CC1	-2&-9
110	Cc1ccc(CNC(=O)CSc2nc3ccsc3c(=O)n2C2CC2)cc1	-11
111	COc1ccc(-c2noc(CCC(=O)N3CCN(c4cc(Cl)ccc4C)CC3)n2)cc1	-5
112	CC(C)OCCCn1c(=NC(=O)c2ccncc2)c(C#N)cc2c(=O)n3ccccc3nc21	-8
113	COc1cc2c(cc1OC)C(COc1ccccc1OC)N(C(=O)Nc1cccc(C)c1)CC2 (stereo not drawn)	-21
114	Cc1ccc(NC2=NC(c3ccc(O)cc3)n3c(nc(C)cc3=O)N2)cc1 (stereo not drawn)	-1
115	CCOC(=O)C1=CN(C(C)C)C=C(C(=O)OCC)C1c1ccc(Br)cc1	1
116	COc1ccc(C2=NN3C(C2)c2cccc(OC)c2OC3c2cccc([N+](=O)[O-])c2)cc1OC (stereo not drawn)	-13
117	S=c1nc2ccccc2c2nc(COc3ccc(Cl)cc3)[nH]n12	-6
118	COc1ccc(C2C(C(=O)Nc3ccccn3)CCC(=O)N2c2cc(OC)c(OC)c(OC)c2)cc1 (stereo not drawn)	-9
119	CCOC(=O)N1CCN(c2ncnc3nc[nH]c23)CC1	-3
120	COC(=O)C(C)NC(=O)C12CC3(C)CC(C)(CC(C)(C3)C1)C2 (stereo not drawn)	-2

The results go on.
#	Structure	14-3-3g Raf
121	COc1ccc(S(=O)(=O)N(CC(=O)N2CCCC2)c2ccc(C)cc2)cc1	1
122	O=C(Cc1nn[nH]n1)NCCC1=CCCCC1	-1
123	CC(c1ccco1)N(C(=O)COc1ccc(Cl)cc1)c1ccccn1 (stereo not drawn)	-9
124	Cc1c(C(=O)N2CCCc3ccccc32)sc2ncn(CC(=O)N3CCOCC3)c(=O)c12	2
125	COc1ccc(C2(CNC(=O)C(c3ccccc3)c3ccccc3)CCCC2)cc1OC	8
126	CN1C2=C(C(=O)CC(C)(C)C2)C(c2cccc(OCc3ccc(F)cc3)c2)C2=C1CC(C)(C)CC2=O	-3
127	Cc1cccc(NC(=O)CS(=O)(=O)c2cn(C)c3ccccc23)c1	-2

Assay outcomes as filed in PubChem BioAssay.

A portion of the library (hit frequency here may not be typical).
